PI5P4Ka inh – inhibitors of human PI5P4K alpha | PI5P4Kalpha enzyme, ADP-Glo luminescence, 60 min; stronger effect = lower value | max response, % | 330,000 tested, 1.2% active | P48426; active = max response of -50% or lower; inconclusive = between -30% and -50%; inactive = -30% or higher; also: value at the top dose of about 77 µM; % is scaled to controls: 0 for no effect and ±100 for the full control effect
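Luminescence from ADP-Glo served as readout of PI5P4Kalpha activity in a qHTS format. Reaction: enzyme, substrate, compound, ATP at 5 microM final, 60 min at RT.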
WRN helicase inh – WRN helicase (human) inhibition. Q14191. WRN helicase unwinding, fluorescent forked duplex, kinetic. Potency, µM (titrated, usually from 114 µM), inactives show top-dose activity change, negative = inhibition, most hits filed as inhibitors. 360,000 tested, 0.46% active. AID 651768; also: potency is read from the fitted curve at half-maximal effect; % is scaled to controls: 0 for no effect and ±100 for the full control effect; nearly all actives have a fitted effect of over 55% in size
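WRN at 20 nM final was preincubated with compound for 15 min at room temperature; reaction started with 100 nM forked duplex oligonucleotide carrying fluorophore and quencher plus 2 mM ATP (final). Unwinding followed kinetically by red fluorescence (ex 525/em 598 nm).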
CCT chaperon mod – modulators of cytosolic chaperonin (CCT/TRiC) activity; purified chaperonin ATPase assay, HTRF ADP detection, 30 min; activity change, % (test concentration not listed), hits read low; 360,000 tested, 0.3% active; in the data active = activity change below about -30%; also: % is scaled to controls: 0 for no effect and ±100 for the full control effect
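First, chaperonin was dispensed at 40 nM or 20 nM final depending on batch activity. Next, compounds were pinned at 76 uM and ATP added at 10 uM. After 30 min at 37 °C, ADP detection reagents ran 30 min at ambient temperature.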
PLK1 PBD inh – PLK1 (human) polo-box domain binding inhibition; P53350; Plk1 PBD binding of FITC phosphopeptide, fluorescence polarization; Potency, µM, inactives show max response, negative = inhibition, most hits filed as inhibitors; 360,000 tested, 2.8% active; also: potency is read from the fitted curve at half-maximal effect; series mostly up to about 57 µM; % is scaled to controls: 0 for no effect and ±100 for the full control effect; nearly all actives have a fitted effect of over 65% in size
EPAC2 agonist – agonists of human EPAC2 (RAPGEF4). AID 720711. Potency, µM (titrated, usually from 154 µM), inactives show at the top dose activation, hits mostly activators. Q8WZA2. EPAC2 activation, biochemical qHTS; response scale: 100% = 6.5 mM cAMP response. 360,000 tested, 0.079% active; also: potency is read from the fitted curve at half-maximal effect; nearly all actives have a fitted effect of over 50% in size
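Nucleotide exchange monitored as fluorescence drop when BODIPY-GDP leaves Rap1B. Reaction: 100 nM EPAC2, 250 nM RAP1B-BODIPY-GDP, 50 uM GDP, room temperature, kinetic read over 30 min. Activity expressed relative to 6.5 mM cAMP.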
IL-2 act – IL-2 activation; IL-2 activation reporter assay, cell-based qHTS; stimulated with anti-CD3/CD4/CD28 beads; in transgenic mouse T cells; activation, % (series mostly up to about 46 µM); 360,000 tested, 0.065% active; in the data active = activation above about 50%; inconclusive = mostly about 30% to 49%; also: 0% is about no effect
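Unstimulated transgenic mouse T cells preincubated 60 min with compound, then stimulated with anti-CD3/anti-CD4-coated beads plus anti-CD28 for 18 h at 37 degrees C. IL-2 response read as EGFP and DsRed fluorescence by plate cytometry.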
EPAC1 antag – EPAC1 (human) antagonism | O95398 | EPAC1 GEF assay, Rap1b-BODIPY-GDP exchange fluorescence | Potency, µM (titrated, usually from 115 µM), for the others: top-dose activity change, negative = inhibition, most hits filed as inhibitors | 360,000 tested, 0.14% active;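 also: potency is read from the fitted curve at half-maximal effect; plate controls were vehicle for no effect and positive control for full effect; nearly all actives have a fitted effect of over 50% in size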
Target sequence (O95398 whole entry, looked up): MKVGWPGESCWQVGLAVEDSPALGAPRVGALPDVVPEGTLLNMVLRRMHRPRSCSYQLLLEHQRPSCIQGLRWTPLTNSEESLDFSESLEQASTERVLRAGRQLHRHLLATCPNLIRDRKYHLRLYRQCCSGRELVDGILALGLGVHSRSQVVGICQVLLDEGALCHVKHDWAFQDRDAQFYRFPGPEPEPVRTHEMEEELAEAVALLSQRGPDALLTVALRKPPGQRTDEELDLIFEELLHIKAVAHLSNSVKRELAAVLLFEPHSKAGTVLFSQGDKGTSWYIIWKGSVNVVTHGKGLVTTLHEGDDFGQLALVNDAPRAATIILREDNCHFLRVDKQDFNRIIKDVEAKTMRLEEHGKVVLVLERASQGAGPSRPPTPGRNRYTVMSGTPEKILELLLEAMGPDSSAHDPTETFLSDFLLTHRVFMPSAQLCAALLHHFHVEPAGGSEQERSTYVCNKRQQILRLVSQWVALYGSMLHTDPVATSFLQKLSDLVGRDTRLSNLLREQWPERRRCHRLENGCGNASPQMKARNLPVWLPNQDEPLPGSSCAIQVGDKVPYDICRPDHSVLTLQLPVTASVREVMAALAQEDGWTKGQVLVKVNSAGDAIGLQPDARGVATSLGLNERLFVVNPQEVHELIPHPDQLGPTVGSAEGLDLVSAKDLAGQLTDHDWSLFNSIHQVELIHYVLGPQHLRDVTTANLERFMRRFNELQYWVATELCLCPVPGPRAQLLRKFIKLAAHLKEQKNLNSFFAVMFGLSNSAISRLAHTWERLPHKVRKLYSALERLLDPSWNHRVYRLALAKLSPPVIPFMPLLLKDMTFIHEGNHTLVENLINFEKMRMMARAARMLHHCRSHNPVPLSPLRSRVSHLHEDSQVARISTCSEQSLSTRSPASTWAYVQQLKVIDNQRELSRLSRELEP
EPAC1 agonist – agonists of human EPAC1 | O95398 | EPAC1 agonist qHTS, biochemical assay; response scale: 100% = response to 6.5 mM cAMP | Potency, µM (top dose mostly 154 µM), without a hit: at the highest dose activation, actives largely listed as activators | 360,000 tested, 0.073% active; also: potency is read from the fitted curve at half-maximal effect; nearly all actives have a fitted effect of over 60% in size
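Normalized to 6.5 mM cAMP, activity reflects EPAC1-catalysed release of BODIPY-GDP from Rap1B, followed kinetically over 30 min at 480 nm excitation, 540 nm emission. Reaction contained 100 nM EPAC1, 250 nM Rap1B-BODIPY-GDP, 50 uM GDP.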
Active calls of the source: *; ? = inconclusive; · = no result given; [ ] = dose if it differs, or a comment. Unless noted, calls follow the shape of the dose curve; as a rule, active = well fitted curve in the direction sought with a large enough effect; inconclusive = small, poorly fitted or top-dose-only effect, or another doubt; inactive = no such curve, though single readings can be large; an effect the other way counts as inactive or inconclusive.

cpd	mol	PI5P4Ka inh	WRN helicase inh	CCT chaperon mod	PLK1 PBD inh	EPAC2 agonist	IL-2 act	EPAC1 antag	EPAC1 agonist
1	Cc1cc(C)c2c(C)nn(C3CCCCC3)c2n1	·	-2%	-2.0	-3%	6%	2.6	-2%	-1%
2	N#Cc1c(C(F)(F)F)cc(-c2cccs2)nc1SCc1cccnc1	·	-25%	-0.4	0%	6%	-1.9	-1%	4%
3	Cc1cccc2cc(CN(CCc3ccccc3)C(=O)N3CCOCC3)c3nnnn3c12	-1	-2%	0.4	-12%	3%	0.0	-8%	5%
4	CC1CCCN(C(=O)C2(NC(=O)Nc3cccc(F)c3)CCCCC2)C1 (stereo unspecified)	0	-1%	2.2	-3%	-11%	-1.0	-10%	2%
5	CC1=C(C(=O)OC(C)C)C(c2ccc(C)o2)NC(=O)N1 (stereo unspecified)	6	-4%	-9.7	-7%	2%	0.6	-8%	-9%
6	CCOC(=O)c1[nH]c(C)c(C(=O)N(C)C)c1C	·	-1%	-0.3	0%	5%	1.5	3%	1%
7	CCOc1ccccc1NC(=O)CSc1ccccc1	0	2%	-2.4	-1%	2%	1.4	-5%	-3%
8	Cc1ccc(S(=O)(=O)N(CC(=O)NCc2ccncc2)C2CCCCC2)cc1	?	4%	0.2	2.7µM*	-7%	0.6	-8%	-4%
9	O=C(Cc1ccc(Cl)cc1)NC1CCCN(Cc2ccccc2F)C1 (stereo unspecified)	2	3%	-0.4	3%	6%	1.6	7%	-3%
10	O=C(Nc1ccccc1Cl)c1cc(C2CCCCN2C(=O)c2ccccc2)on1 (stereo unspecified)	3	-6%	1.2	-3%	13%	-0.7	2%	-6%
11	COc1ccc(CC(N)c2csc(NC(=O)NCCc3ccc(OC)c(OC)c3)n2)cc1 (stereo unspecified)	1	3%	-1.2	2%	8%	-0.5	9%	2%
12	CCOC(=O)C1CCN(C(=O)Cc2ccc(OC)c(OC)c2)CC1	-14	-4%	0.1	-8%	12%	-0.1	-2%	5%
13	CCN(Cc1nc(-c2ccc(C)cc2)no1)C(=O)c1ccco1	3	-6%	0.2	-20%	-5%	-0.1	-4%	-5%
14	Cc1cccc(C)c1OCC(O)Cn1c2ccccc2c2ccccc21 (stereo unspecified)	26	-6%	-4.4	-7%	3%	-3.6	-19%	19%
15	C=CCn1c(N)c(S(=O)(=O)c2cccs2)c2nc3ccccc3nc21	-4	-14%	1.9	-13%	10µM*	-0.7	-5%	-14%
16	COc1cc(/C=N/NC(=S)Nc2cccc(S(=O)(=O)N(C)C)c2)ccc1O	-6	-29%	0.4	-9%	8%	-5.1	-17%	10%
17	CSc1ncc(CN2CCN(C3CCCC3)C(CCO)C2)cn1 (stereo unspecified)	0	-5%	-2.0	-1%	4%	-0.2	-1%	3%
18	CC(=O)Oc1ccc(C2(C)CC(C)(C)NC(=S)N2C)c(OC(C)=O)c1 (stereo unspecified)	1	13%	0.9	0%	7%	0.3	-4%	-8%
19	COC(=O)C(C)Oc1ccc2c(-c3cccc([N+](=O)[O-])c3)cc(=O)oc2c1 (stereo unspecified)	·	1%	-3.3	-10%	19%	-0.9	4%	9%
20	CC1CCN(C(=O)c2[nH]cnc2C(=O)N[C@@H](C)c2ccccc2)CC1	3	0%	-0.9	-11%	7%	0.6	-10%	0%

Entries of single compounds, looked up by structure. Order of values: PI5P4Ka inh | WRN helicase inh | CCT chaperon mod | PLK1 PBD inh | EPAC2 agonist | IL-2 act | EPAC1 antag | EPAC1 agonist
CCOC(=O)C1CCN(C(=O)Cc2ccc(OC)c(OC)c2)CC1 reads -14 | -4% | 0.1 | -8% | 12% | -0.1 | -2% | 5%
O=C(Cc1ccc(Cl)cc1)NC1CCCN(Cc2ccccc2F)C1 (stereo unspecified) reads 2 | 3% | -0.4 | 3% | 6% | 1.6 | 7% | -3%

Following part.
cpd	mol	PI5P4Ka inh	WRN helicase inh	CCT chaperon mod	PLK1 PBD inh	EPAC2 agonist	IL-2 act	EPAC1 antag	EPAC1 agonist
21	Cc1noc(C)c1S(=O)(=O)N1CCCC1C(=O)O (stereo unspecified)	-2	12%[57.1 µM]	0.6	1%	8%	0.1	-2%	-6%
22	COc1ccccc1NC(=O)Nc1ccnn1C1CCCCC1	3	1%	-0.6	2%	-1%	-0.7	2%	-2%
23	CN(C1=NC(=O)C(CC(=O)Nc2ccc(Br)cc2)S1)c1ccc(O)cc1 (stereo unspecified)	·	-12%	1.1	1%	5%	-2.1	9%	1%
24	CCCOc1ncnc2c1[nH]c1ccc(OC)cc12	-8	-6%	2.1	4%	3%	-0.5	-8%	-3%
25	CC1CCCCN1C(=O)CCNS(=O)(=O)c1ccc2c(c1)c(=O)n(C)c(=O)n2C (stereo unspecified)	2	-2%	0.6	-7%	-1%	0.1	8%	8%
26	CC(=C/c1ccco1)/C=N/N1CCN(c2ccccc2)CC1	1	1%	-1.7	-8%	3%	-0.8	-3%	1%
27	COc1ccc(CC(=O)NCc2ccccc2)cc1OC	2	7%	0.8	-7%	6%	0.0	1%	5%
28	CCCc1nc2ccc(Cl)cn2c1Cc1ccc(C)cc1	1	-2%	0.5	0%	4%	0.0	-1%	-4%
29	COc1ccc(-c2cc(=O)oc3cc(OCC(=O)NCc4ccccn4)ccc23)cc1	7	-1%	0.3	-6%	10%	-2.8	0%	6%
30	C[C@@H]1O[C@@H]1P(=O)(O)O	-3	7%	-1.8	-8%	12%	-0.2	-3%	-7%
31	COc1ccccc1N(C)S(=O)(=O)c1ccc(C(=O)NCC(C)C)cc1	·	-11%	1.6	3%	5%	-0.1	11%	-1%
32	CCC(CC)NC(=O)c1cc([N+](=O)[O-])ccc1N1CCOCC1	-3	4%	0.6	0%	-11%	0.8	-2%	-3%
33	Cn1c(NC(=O)C2CCCC2)cc(=O)n(C)c1=O	-2	5%	2.9	6%	3%	-0.6	5%	-2%
34	CC1(C(=O)NS(=O)(=O)c2ccc(C#N)cc2)CCN1C(=O)c1ccc(C2CCCCC2)cc1 (stereo unspecified)	4	10%[57.1 µM]	0.0	-19%	3%	-0.5	6%	-13%
35	CCCC(=O)NCCCc1nc2ccccc2n1C	5	-3%	-1.1	6%	2%	-2.2	?	-4%
36	Cc1cc(N(C)C)c(C#N)c(N2CCCCC2)n1	-1	-8%	-2.0	5%	-4%	1.4	1%	-1%
37	O=C(N1CCN(c2ccccc2F)CC1)C12CC3CC(CC(C3)C1)C2	·	4%	-0.3	1%	-4%	-2.4	-3%	2%
38	CC(C)CCNC(=O)C1CCC(CNc2c(N3CCC(C)CC3)c(=O)c2=O)CC1 (stereo unspecified)	-3	3%	-16	7%	-13%	1.3	-13%	-5%
39	CCOc1ccc(Cn2c(=O)oc3ccc(C)cc32)cc1OC	0	-5%	1.3	2%	13%	-2.6	7%	8%
40	CCOc1ccc(/C(C)=N/NC(=O)C(OC)c2ccccc2)cc1 (stereo unspecified)	2	2%	-1.9	-7%	2%	2.3	?	5%
41	COc1ccc(S(=O)(=O)N2CCC(C(=O)N[C@H](C(=O)NCc3ccccc3)C(C)C)CC2)cc1	1	1%	-0.8	1%	-1%	0.2	-5%	-9%
42	COc1ccc(S(=O)(=O)N2CCCCC2)cc1NC(=O)C1CSC2(C)CCC(=O)N12 (stereo unspecified)	6	-11%	-0.2	0%	0%	-4.8	-20%	-4%
43	O=C(Nc1nc2c(F)c(F)c(F)cc2s1)c1ccco1	-1	-6%	2.5	-1%	1%	0.1	18%	0%
44	CC(=O)Nn1cnc2c(c1=O)C1(CCCCC1)Cc1ccccc1-2	10	-9%	-15	-7%	-2%	0.5	2%	1%
45	COCCCN=Cc1c(-c2ccccc2)[nH]n(-c2nc3ccccc3s2)c1=O	-3	-1%	-0.9	-18%	17%	-3.6	?	6%
46	Cc1nnc(NC(=O)CSc2n[nH]c(-c3ccccc3C)n2)s1	-5	-4%	-1.2	-6%	8%	-1.5	11%	4%
47	Cn1c(/N=C/c2ccccc2[N+](=O)[O-])nc2ccccc21	-1	4%	-0.5	?	6%	-1.1	-3%	-8%
48	Cn1ncc(Cl)c1C(=O)N1CCN(c2ncccn2)CC1	-3	9%	-0.3	-8%	15%	0.8	3%	3%
49	CCOc1cc(CNCCc2ccc(S(N)(=O)=O)cc2)ccc1OCC(=O)NC(C)(C)C	0	-5%	-1.4	-1%	14%	-0.2	4%	8%
50	COc1ccc2[nH]cc(CCNC(=O)C3CCCCC3)c2c1	0	12%	-1.9	0%	7%	-1.9	1%	2%
51	OCCn1cnc2c(SCc3ccccc3)ncnc21	1	-2%	-1.6	-2%	9%	0.1	-5%	13%
52	CC(C)N(Cc1ccccc1)C(=O)CN1C(=O)NC2(CCCCCC2)C1=O	-1	4%	0.4	-9%	12%	0.5	-9%	9%
53	COc1ccc(Cc2nnc(SCC(=O)NC3CCCCC3)n2C)cc1	·	1%	-0.9	-3%	8%	0.9	9%	-4%
54	COc1cccc(-c2ccc(NC(=O)C3CCCN(Cc4cnn(C)c4C)C3)cc2)c1 (stereo unspecified)	22	-9%	0.8	-12%	-4%	0.7	14%	-9%
55	COc1ccc(CN2CCNC(=O)C2CC(=O)NC2CCCCCC2)c(C)c1C (stereo unspecified)	-4	-18%	1.5	-6%	5%	-3.7	7%	-5%
56	N#Cc1ccccc1S(=O)(=O)N1CCN(C(=O)C2CCC2)CC1	-5	6%	-2.6	1%	2%	-1.5	-1%	-4%
57	CC(C)NS(=O)(=O)c1ccc(OCC(=O)Nc2ccc(F)cc2)cc1	3	3%[57.1 µM]	-1.0	24µM*	-2%	0.4	13%	-13%
58	O=C1C=C(NCc2ccccc2)C2(CCCCC2)O1	-4	-1%	0.3	-6%	3%	0.7	-11%	0%
59	O=C(Nc1ccc(OC(F)(F)C(F)F)c(NC(=O)c2cccc(F)c2)c1)c1cccc(F)c1	-2	4%	2.2	-1%	-21%	-1.4	10%	-16%
60	Cc1c(C)n(Cc2ccccc2)c2ncnc(NCCCO)c12	-8	-5%	-0.8	-5%	13%	1.7	-9%	-1%
61	COc1cc(OC)c(OC)cc1CNCCSc1nnnn1C	3	-6%	2.8	-6%	-7%	0.3	-23%	-2%
62	O=S(=O)(NC1CCCC1)c1ccc(F)cc1F	5	6%	0.7	-1%	-1%	2.5	2%	10%

Bioassay records: PubChem, National Center for Advancing Translational Sciences (NCATS)

These rows are one share of the data; the hit share may differ from the screen's.
